TRPV1 agonist: agonists of human vanilloid receptor 1 (TRPV1); Q8NER1; TRPV1-expressing cells, Fluo-8 calcium influx, agonist mode; activation, % at 8.33 µM; actives 0.19% (n = 320,000); in the data active means activation above about 80%; inconclusive means between about 30% and that limit; further: 0% is about no effect
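Cells expressing TRPV1 were dye-loaded with Fluo-8 and read kinetically: 10 s baseline, 3 min after compound (agonist portion), then 2 min after EC20 capsaicin (allosteric enhancer portion). Calcium-bound dye fluorescence at 480/520 nm.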
B2AR arrestin: recruits beta-arrestin to the human beta2-adrenergic receptor. AID 492947. P07550. beta-arrestin recruitment to beta2AR, cell-based reporter. Potency, µM (doses to about 46.1 µM), without a hit: at the highest dose activation, most hits filed as activators. actives 0.02% (n = 330,000);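 further: potency means the concentration at half of the fitted maximal effect; 0% = DMSO controls and full agonism = EC100 isoproterenol or metaproterenol; nearly all actives have a fitted effect of over 65% in size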
Target sequence (P07550 whole entry, looked up): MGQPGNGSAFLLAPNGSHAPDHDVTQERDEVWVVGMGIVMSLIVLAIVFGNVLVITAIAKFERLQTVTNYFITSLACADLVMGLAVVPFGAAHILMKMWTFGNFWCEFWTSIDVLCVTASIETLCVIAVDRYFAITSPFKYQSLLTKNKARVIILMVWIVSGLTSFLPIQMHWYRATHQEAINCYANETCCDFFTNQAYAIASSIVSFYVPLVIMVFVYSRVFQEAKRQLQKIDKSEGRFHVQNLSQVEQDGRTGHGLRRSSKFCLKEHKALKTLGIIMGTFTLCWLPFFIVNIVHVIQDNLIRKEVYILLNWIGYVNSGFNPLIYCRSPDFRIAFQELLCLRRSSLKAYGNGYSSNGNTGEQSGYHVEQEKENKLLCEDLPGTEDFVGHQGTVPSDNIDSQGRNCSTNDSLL
ELG1 repair inh: blocks ELG1-dependent DNA repair in HEK293T cells. actives 2.3% (n = 330,000). HEK293T ELG1-luciferase reporter, luminescence, 16 h; DNA damage induced by 5-fluorouridine. Potency, µM (doses to about 46.1 µM), without a hit: at the highest dose activity change, negative = inhibition, usual class: inhibitors; further: potency means the concentration at half of the fitted maximal effect; on the % scale 0 is the no-effect control and ±100 the full control effect; nearly all actives have a fitted effect of over 55% in size
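Overnight (16 hr) co-exposure of 2,000 cells/well to 5-fluorouridine and compound at 37 °C preceded detection. Luciferase was quantified via ONE-Glo luminescence; loss of signal denotes inhibition.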
A-T KAP1 phos: candidate therapy for ataxia-telangiectasia; […] A-T fibroblasts, KAP-1 phosphorylation AlphaLISA; neocarzinostatin DNA damage 30 min before lysis; Potency, µM (highest dose often 57.5 µM), for the others: at the highest dose activation, actives largely listed as activators; actives 0.19% (n = 320,000); AID 485349; further: potency means the concentration at half of the fitted maximal effect; % of control where 0% means no effect; nearly all actives have a fitted effect of over 45% in size
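hTERT-immortalized A-T patient fibroblasts ([…]), 500 cells/well in OPTI-MEM, 1% FBS, got compounds for 60 min, then NCS for 30 min at 37C. Lysates were then assayed for phospho-KAP-1 by AlphaLISA (anti-pKAP1 donor, anti-KAP1 acceptor beads), 6 hr at 25C.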
TCR activator: activators of T cell receptors | Potency, µM (series often up to 9.22 µM), inactives show top-dose activation of IL-2 secretion, actives largely listed as activators | primary human leukocytes, anti-CD3, IL-2 HTRF, 48 h | 330,000 tested, under 10 active; further: % of control where 0% means no effect
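48 hr co-incubation of compounds, a-CD3 beads and primary human leukocytes; IL-2 quantified homogeneously by HTRF with anti-IL-2 K and d2 conjugates.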
a7 integrin act: activators of alpha7 integrin expression for muscular dystrophy | alpha7betagal myoblasts, beta-gal FDG fluorescence, 48 h | Potency, µM (top dose mostly 38.3 µM), without a hit: at the highest dose activation, most hits filed as activators | actives 0.064% (n = 350,000);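 further: potency means the concentration at half of the fitted maximal effect; 100% = response of the positive control SU9516; nearly all actives have a fitted effect of over 60% in size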
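alpha7betagal+/- myoblasts (passage 13, 250/well) treated 48 h at 37C with compounds at 1:260 dilution of DMSO stock. Lysed, then beta-galactosidase activity read as FDG fluorescence (ex 480/em 540) after 30 min, with pre-read for autofluorescence.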
CXXC DNA block: inhibitors of human MLL CXXC domain-DNA interaction | Q03164 | MLL-CXXC / FITC-HOXA9 DNA fluorescence polarization | Potency, µM (doses to about 115 µM), for the others: at the highest dose activity change, negative = inhibition, usual class: inhibitors | actives 0.037% (n = 290,000); active means well fitted inhibition curve with a large enough effect in the polarisation, with a control signal flat, not every such curve was filed as active; inconclusive means small, poorly fitted or top-dose-only effect, or effect the other way, or a change in a side signal; inactive means no such curve, though single readings can be large or run the other way; the % refers to the polarisation; further: potency means the concentration at half of the fitted maximal effect
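Purified MLL-CXXC (added from a 7 uM solution) was preincubated 5 min at ambient with pinned compounds in 50 mM Tris-HCl pH 7.5, 50 mM NaCl, 1 mM DTT, 0.05% BSA. Fluorescein-labeled HOX-A9 DNA (50 nM solution) followed, 30 min, then polarization read.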
BRCA1 expr up: BRCA1 expression activation | MCF7-BRCA1-FFLuc reporter, luminescence, 48 h; response scale: scaled: vehicle 0%, 10 µM genistein 100% | Potency, µM (titrated, usually from 46.1 µM), for inactives: at the highest dose activation, most hits filed as activators | actives 1.1% (n = 380,000) | AID 624202; further: potency means the concentration at half of the fitted maximal effect; nearly all actives have a fitted effect of over 80% in size; some results filed as inactive show a strong effect at the top dose
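Compounds are tested at multiple concentrations on MCF7 BRCA1-luciferase reporter cells seeded at 2000 per well; after 48 h, a single luminescence end-point is taken and curves fitted to the normalized data.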
PTAP TSG101 blk: blocks PTAP/TSG101 interaction to inhibit HIV-1 budding. Fluorescence polarization, FITC-PTAP peptide / Tsg101 binding. Potency, µM (highest dose often 115 µM), without a hit: top-dose activity change, negative = inhibition, usual class: inhibitors. AID 493005. 340,000 tested, under 10 active. Q99816; active means well fitted inhibition curve with a large enough effect in the main read-out, with a control signal flat, not every such curve was filed as active; inconclusive means small, poorly fitted or top-dose-only effect, or effect the other way, or a change in a side signal; inactive means no such curve, though single readings can be large or run the other way; further: potency means the concentration at half of the fitted maximal effect; % of control where 0% means no effect
Target sequence (Q99816 whole entry, looked up): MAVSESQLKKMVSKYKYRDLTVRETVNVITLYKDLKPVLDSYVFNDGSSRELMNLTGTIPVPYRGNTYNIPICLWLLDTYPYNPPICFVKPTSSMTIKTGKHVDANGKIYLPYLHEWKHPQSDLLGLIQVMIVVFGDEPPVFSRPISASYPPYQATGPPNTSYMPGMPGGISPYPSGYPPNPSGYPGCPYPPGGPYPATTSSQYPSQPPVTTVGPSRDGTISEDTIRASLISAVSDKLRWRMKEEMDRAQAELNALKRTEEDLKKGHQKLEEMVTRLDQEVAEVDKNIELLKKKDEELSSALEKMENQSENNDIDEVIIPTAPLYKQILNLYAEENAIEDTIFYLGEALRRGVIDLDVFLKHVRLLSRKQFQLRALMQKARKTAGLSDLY
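Tsg101 binding domain (10 uM final) was mixed with compound and a FITC-labeled PTAP peptide (50 nM final) in HEPES pH 7.5 buffer with NaCl, Tween 20, EDTA and TCEP; fluorescence polarization was read after 20 min at r.t.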
p53 reactivation: restores transcriptional activity of mutant p53; actives 0.063% (n = 320,000); H1299 p53-A138V BP100-luciferase reporter, luminescence, 24 h; Potency, µM (doses to about 92.2 µM), for inactives: top-dose activity change, positive = activation, hits mostly activators; further: potency means the concentration at half of the fitted maximal effect; % of control where 0% means no effect; nearly all actives have a fitted effect of over 45% in size
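H1299 (p53-null), stable ts p53-A138V + BP100-Luc; 1000 cells/well, Opti-MEM/10% FBS; cpd 4 pt, 1:5; 24 h, 37 deg C, 5% CO2; detection reagent 10 min RT; luminescence.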
Active calls of the source: *; ? = inconclusive; nt = not tested or not shown; & = joins results of further samples; [ ] = remark or other dose. Unless noted, the call rests on the fitted dose curve; in most records, active means well fitted curve in the direction sought with a large enough effect; inconclusive means small, poorly fitted or top-dose-only effect, or another doubt; inactive means no such curve, though single readings can be large; an effect the other way counts as inactive or inconclusive.

Each structure is followed by: B2AR arrestin, TRPV1 agonist, ELG1 repair inh, TCR activator, p53 reactivation, A-T KAP1 phos, CXXC DNA block, BRCA1 expr up, a7 integrin act, PTAP TSG101 blk
- CCN(CC(=O)NCc1ccc(Cl)cc1)C(=O)c1cc(S(=O)(=O)NCc2ccccc2)ccc1C
→ 0.1%, 4, ?, 2%, -7%, 6%, -7%, -47%, -41%, -4%
- O=[N+]([O-])c1ccc2oc(-c3ccccc3)nc2c1
→ 0.3%, -5, ?, -4%, 9%, -1%, 1%, 3.2µM*, 14%, 0%
- CC(C)c1ccc(N2C(=O)C3C4C=CC(CC4)C3C2=O)cc1 (stereo unspecified)
→ 0.4%, 12, 3%, nt, 2%, -2%, -2%, 33%, -19%, -6%
- Cc1ccsc1/C=N/Nc1ccc(Cl)nn1
→ -0.3%, 0, ?, 0%, 10%, -13%, 1%, 5%, 21%, 0%
- COc1ccc(S(=O)(=O)N(NC2=NS(=O)(=O)c3ccccc32)C(=O)C(C)C)cc1
→ -1.0%, 0, -8%, -4%, -3%, 1%, -2%, 18%, 2.5µM*, -4%
- O=C1CCC(C(=O)OCc2cc(Cl)ccc2OC(F)F)N1 (stereo unspecified)
→ -0.2%, 1, -2%, 4%, ?, 1%, -3%, -13%, 0%, -1%
- COc1ccc(NC(=O)c2cccc(Oc3ccccc3)c2)cn1
→ 0.4%, ?, 0%, -8%, 16%, 4%, -10%, -3%, -40%[inhibitor], -3%
- CN1C(=O)C(=O)/C(=C(/O)c2ccc(Br)cc2)C1c1ccc(F)cc1 (stereo unspecified)
→ -0.1%, -2, -18%, -1%, -16%, -6%, 11%, -10%, 19%, 2%
- Cc1c(CCC(=O)O)c(=O)oc2c(C)c(OCc3ccccc3Cl)ccc12
→ -0.1%, 1, 1%, 2%, -1%, -4%, 18%, -51%, 14%, -8%
- Cc1cc(Cl)cc2sc(=S)[nH]c12
→ nt, nt, nt, -3%, nt, nt, nt, -32%, -11%, -13%
- COc1cc(C2NC(=O)NC(C)=C2C(=O)OC(C)C)ccc1OC(=O)c1ccco1 (stereo unspecified)
→ 0.0%, -6, 26%, 5%[46.1 µM], 6%, 0%, 1%, 41%, 13%, 0%
- CCOc1c2ccc(C(=O)NCCc3cccs3)cc2nn1CC
→ -1.0%, 2, ?, 2%, 13%, -4%, 4%, ?, 18%, -1%
- COc1cc(-c2ccc(NC(C)=O)c(OC)c2)ccc1NC(C)=O
→ 0.0%, -5, 0%, 5%, -6%, 5%, 3%, -1%, 24%, -5%
- O=C(Nc1ccccc1)OCCCCOC(=O)Nc1ccccc1
→ nt, nt, nt, -4%, nt, nt, nt, 3%, 2%, -9%
- Cc1cccc2cc(C(c3nnnn3Cc3ccc4c(c3)OCO4)N3CCCC3)c(=O)[nH]c12 (stereo unspecified)
→ -0.5%, -3, -22%, 11%, 3%, nt, -13%, -19%, -30%, 0%
- O=C(c1ccc2c(c1)OCO2)N1CCNc2ccccc2C1
→ 0.2%, 3, ?, -2%, 11%, 1%, -7%, 5%, 9%, -1%
- CSc1ccccc1NC(=O)CSc1cccc[n+]1[O-]
→ -1.0%, nt, 0%, 1%, 9%, 1%, nt, 2%, 3%, 1%
- CCCCCCCCCC(=O)N[C@@H]1c2cc(OC)c(OC)cc2C[C@H]1OCc1ccccc1
→ 7.2%, nt, -2%, -4%[46.1 µM], 5%, -2%[11.5 µM], nt, 0%, -1%, 2%
- CCOC(=O)N1CCN(C(=O)c2c(-c3c(Cl)cccc3Cl)noc2C)CC1
→ 0.2%, -8, 11%, 5%, 6%, 3%, 15%, -5%, -5%, -7%
- O=C(CSc1ccccc1F)OCC(=O)N1CCN(C(=O)c2ccco2)CC1
→ -0.1%, 10, 0%, -6%, -1%, 2%, nt, 5%, 7%, -5%
- CC1Oc2ccccc2N(CC(=O)NC2CCCCC2)C1=O (stereo unspecified)
→ 0.3%, 2, -14%, 1%, -4%, 4%, 10%, -1%, 21%, 0%
- COc1cc2c(cc1OC)C(C)N(C(=O)c1cc3c(=O)oc4ccc(C)cc4c3s1)CC2 (stereo unspecified)
→ 2.9%, -1, ?, 7%, 2%, 0%, 12%, -6%, -12%, -3%
- CCN1CCN(c2nc3ccccc3nc2C(C#N)C(=O)OC2CCCCC2)CC1 (stereo unspecified)
→ -0.5%&-0.2%, 12&21, -12%, 2%, -6%, -3%&-21%, 20%, -61%, -11%, -4%
- Brc1cccc(-c2nnc3sc(CNCc4ccco4)cn23)c1
→ 0.3%, nt, ?, 11%, 7%, 14%, 8%, 0%, -1%, -6%
- CC1CCN(C(=O)CCc2nnc3ccc(N4CCC5(CC4)OCCO5)nn23)CC1
→ 0.5%, 1, 5%, 1%, -5%, 3%, 3%, 0%, 0%, -3%
- COc1cc(/C=N/O)ccc1OCc1ccccc1Cl
→ 0.0%, 9, ?, -2%, 10%, 1%, 5%, ?, -27%, -6%
- COc1ccc(Cl)cc1NC(=O)C(C)OC(=O)c1ccc(NS(=O)(=O)c2ccc3[nH]c(=O)[nH]c3c2)cc1 (stereo unspecified)
→ -0.1%, -2, 2.9µM*, 0%, -9%, 2%, 51%[activator], -11%, -3%, 0%
- O=[N+]([O-])c1ccc2nc(-c3ccc(Cl)cc3)n(OCc3ccccc3)c2c1
→ 0.1%, 24, ?, 2%, ?, 2%, -6%, ?, 21%, -1%
- O=C(Cn1cnc2c(nnn2Cc2ccc(Cl)cc2)c1=O)NCc1ccco1
→ 0.3%, 4, ?, -6%[46.1 µM], 23%, 3%, -10%, -52%, 14%, 1%
- COc1ccccc1-c1nnc(SCC(=O)O)n1-c1ccc(C)cc1
→ -0.1%, 0, 4%, -3%, 0%, 3%, -12%, 0%, -9%, -3%

Other compounds follow.
Each structure is followed by: B2AR arrestin, TRPV1 agonist, ELG1 repair inh, TCR activator, p53 reactivation, A-T KAP1 phos, CXXC DNA block, BRCA1 expr up, a7 integrin act, PTAP TSG101 blk
- ONC(=Nc1ccc(Cl)cc1)c1ccccc1Cl
→ -0.3%, 4, 8%, 0%, -7%, 7%, 2%, -2%, -12%, -6%
- CCN(C(=O)C(C)OC(=O)CCCNC(=O)c1ccc(Cl)cc1)c1ccccc1 (stereo unspecified)
→ -0.6%, 10, -10%, 9%, 2%, 3%, nt, -9%, -17%, -4%
- COc1ccc([C@@H]2[C@@H]3C(=O)N(C(C)(C)C)C(=O)[C@@H]3[C@]3(Cc4ccccc4)C(=O)N(c4cccc(C)c4)C(=O)N23)cc1
→ -0.1%, -3, 21%, 3%, -2%, 12%, nt, -9%, -19%, 0%
- CC1(C)Cc2c(cnn2-c2ccc(F)cc2)C(NC(=O)c2ccc(=O)oc2)C1 (stereo unspecified)
→ 0.0%, -2, ?, 1%, ?, 3%, 8%, -5%, -8%, nt
- CCCCN(CCCC)Cc1ccc(C(=O)NNC(=O)Nc2ccc(F)cc2)o1
→ 0.0%, 7, 5%, 4%, 3%, -3%, 3%, -34%, -15%, -2%
- CCO/C(C)=N/n1c2nc3ccccc3nc2c2c(=O)n(Cc3ccccc3Cl)c(C)nc21
→ 0.1%, -1, -6%, -1%, 5%, -2%, 16%, 0%, 2%, -1%
- CCCCN(Cc1ccccc1)S(=O)(=O)c1cc2c(cc1Br)CC(C)N2C(C)=O (stereo unspecified)
→ nt, nt, nt, -4%, nt, nt, nt, -48%, 0%, -2%
- CCOC(=O)C1=C(CC)NC2=C(C(=O)CCC2)C1c1ccc(OC)c(OC)c1 (stereo unspecified)
→ -0.9%, -4, 0%, -2%, 0%, -1%, -3%, 0%, 7%, 0%
- CCOC(=O)c1cnc(SCC)[nH]c1=O
→ -0.9%&-0.7%, -4&-1, -1%&17%, 0%, -12%&4%, 16%&-8%, -1%&0%, -27%, 4%, -4%
- O=C(CCc1ccccc1)NCc1ccccn1
→ 0.1%, 4, 13%, nt, -6%, 16%, 6%, 17%, -20%[7.66 µM], -7%
- O=C(NCc1ccccc1)c1ccc(S(=O)(=O)N2CCCc3ccccc32)cc1
→ -1.4%, 28, -17%, -3%, 6%, 2%, 5%, -54%, ?, -6%
- O=C(O)C1C2CCC(O2)C1C(=O)Nc1ccc(F)c(Cl)c1 (stereo unspecified)
→ -0.3%, 2, ?, -4%, ?, 0%, -3%, 0%, 11%, -3%
- O=C(COC(=O)c1ccc(F)c(S(=O)(=O)N2CCOCC2)c1)NC1CC1
→ -0.1%, -9, ?, -2%, -4%, 9%, nt, -1%, 37%, -6%
- O=C1CCN(CCc2ccccc2)CCN1CCO
→ -0.7%, -5, -24%, -3%, nt, 13%, 2%, 9%, 21%, -2%
